Screening results deposited in PubChem BioAssay by several laboratories.
West Nile virus CPE: inhibition of WNV-induced cytopathic effect – cell-based, CPE readout (AID 1621); West Nile virus-infected cells, CPE inhibition; higher % means a stronger effect; one-dose CPE inhibition, % at 10 µM; IC50 in µM for titrated hits; 290,000 tested, 0.02% active; in the data active means a potency from the dose series; inconclusive means CPE inhibition mostly from about 3.7% at the one dose, without a potency; inactive means the rest, 99 in 100 with CPE inhibition below about 2.2%; further: strong numbers were not always called active
MgcRacGAP inhibition: MgcRacGAP GTPase-activating activity inhibitors, confirmation, biochemical, ADP Hunter fluorescence; AID 624330; MgcRacGAP-stimulated Rac1 GTP hydrolysis, ADP Hunter fluorescence; higher % means a stronger effect; GST-tagged Rac1 F28L mutant substrate; one-dose inhibition, % at 30 µM; IC50 in µM for titrated hits; 340,000 tested, 0.6% active;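 active means first-screen hits whose inhibition reached a set limit at any dose in the follow-up dose series; inconclusive means inhibition above the set first-screen limit but never retested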;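 further: fluorescence reports GDP produced by GAP-driven GTP hydrolysis; strong numbers were not always called active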
CSM14.1 death rescue: protection against thapsigargin-triggered cell killing – 384-well, CSM14.1, ATP luminescence, primary screen (AID 1222). cellular ATP content (survival), % at 20 µM; hits with a dose series show EC50 in µM. 190,000 tested, under 10 active. CSM14.1 thapsigargin-induced death rescue, ATP luminescence; higher % means a stronger effect;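 active means EC50 below 50 µM in the dose-response confirmation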;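 further: death triggered by thapsigargin at about 15 µM added after 2 h compound pretreatment; cell ATP read after overnight thapsigargin exposure of roughly 18 to 22 hours; normalized against plate controls of thapsigargin alone and 5% DMSO vehicle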
PhoP inhibition: inhibitors of PhoP regulon expression, primary screen, Salmonella Typhimurium, GFP reporter (AID 1863). S. Typhimurium PhoP-regulated promoter GFP reporter, 4 h; higher % means a stronger effect. one-dose inhibition, % at 50 µM; IC50 in µM for titrated hits. 300,000 tested, 0.16% active;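 active means inhibition over 29.93%, a cutoff 3 SD above the screen mean, later confirmed by dose response; inconclusive means inhibition over 29.93% but no dose response follow-up; inactive means inhibition at most 29.93% or unconfirmed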;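 further: 0% = low Mg2+ inducing control and 100% = high Mg2+ repressing control; strong numbers were not always called active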
LYP inhibition: PTPN22 lymphoid phosphatase activity blockers – biochemical, fluorescence intensity, uHTS (AID 1779); recombinant LYP phosphatase, fluorescence intensity; higher % means a stronger effect; one-dose inhibition, % at 11.5 µM; IC50 in µM for titrated hits; 290,000 tested, 0.054% active; in the data active means inhibition above about 50%;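 further: plate controls were vehicle with enzyme for no effect and no enzyme for full effect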
SV40 large T antigen: TAg ATPase/helicase activity blockers – biochemical (AID 1903) | SV40 large T antigen ATPase/helicase inhibition assay; higher % means a stronger effect | inhibition, % at 20 µM; hits with a dose series show IC50 in µM | 310,000 tested, 0.39% active; in the data active means a potency from the dose series; inconclusive means inhibition mostly from about 32% at the one dose, without a potency; inactive means the rest, 99 in 100 with inhibition below about 32%; further: strong numbers were not always called active
GPR35 arrestin U2OS: inhibition of zaprinast-stimulated GPR35 beta-arrestin translocation – imaging, U2OS, beta-arrestin-GFP, zaprinast agonist, primary screen (AID 2058) | U2OS GPR35 beta-arrestin-GFP translocation imaging, zaprinast antagonism; higher % means a stronger effect | inhibition, % at 10 µM; hits with a dose series show IC50 in µM | 290,000 tested, 0.052% active;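 active means inhibition of at least 50% with at least 30 cells and total cytoplasm GFP at most 10,000,000; inconclusive means under 30 cells or total GFP of 10,000,000 plus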
RSV antiviral HEp-2: inhibition of RSV-induced cytopathic effect – HEp-2 cells, primary 10 µM value included (AID 2391); 310,000 tested, 0.13% active; HEp-2 cells, RSV-induced CPE inhibition; higher % means a stronger effect; CPE inhibition, % at 10 µM; hits with a dose series show IC50 in µM; in the data active means a potency from the dose series; inconclusive means CPE inhibition mostly from about 23% at the one dose, without a potency; inactive means the rest, 99 in 100 with CPE inhibition below about 21%; further: strong numbers were not always called active
Dengue-2 NS5 capping: Dengue-2 NS5 methyltransferase inhibitors, primary screen, biochemical, confirmation dose response (AID 588689); Dengue-2 NS5 methyltransferase capping enzyme assay, biochemical; higher % means a stronger effect; inhibition, % at 25 µM, or IC50 in µM where a hit was titrated; 340,000 tested, 0.3% active; in the data active means a potency from the dose series; inconclusive means inhibition above about 29% without an active follow-up result
Dengue-2 NS5 capping pilot replicate: second read-out of Dengue-2 NS5 capping, no call of its own (marks repeat the call); inhibition, %; measured here: pilot screen replicate inhibition
* marks the source's active call; other numbers are inactive results; ? = inconclusive; . = no result given.

SMILES	West Nile virus CPE	MgcRacGAP inhibition	CSM14.1 death rescue	PhoP inhibition	LYP inhibition	SV40 large T antigen	GPR35 arrestin U2OS	RSV antiviral HEp-2	Dengue-2 NS5 capping	others
COc1ccc(OC)c(NC(=O)CNC(=O)c2ccc([N+](=O)[O-])cc2)c1	-0.2%	8%	-0.5%	-4%	-2%	26%	-2%	0.2%	0%
CCCn1c(N)c(C(=S)NC(=O)C2CC2)c(=O)n(C)c1=O	-0.3%	10%	-0.7%	18%	0%	6%	-2%	.	1%
Cc1snc(S(=O)(=O)/C(C#N)=N/Nc2cccc(C(F)(F)F)c2)c1C#N	-0.5%	-10%	5.3%	6%	2%	3%	-19%	9.6%	4%
O=C(Nc1ccccc1Cl)Oc1ccc2ccccc2c1	0.0%	.	.	-5%	-4%	27%	10%	4.4%	.
O=C(Cc1cccs1)Nc1ccc(S(=O)(=O)N2CCCCC2)cc1	-0.3%	16%	.	11%	1%	4%	-3%	7.7%	4%
CCNC(=S)N=Nc1c(O)[nH]c2ccc(C(C)C)cc12	-1.1%	12%	1.4%	-2%	2%	-4%	8%	6.0%	7%
O=C(c1ccc(Cl)c(Cl)c1)N1CCCC1	0.2%	4%	-0.1%	1%	1%	12%	-8%	1.0%	-7%
O=C(Nc1nc(-c2ccc(S(=O)(=O)N3CCCC3)cc2)cs1)c1ccco1	1.1%	-4%	-1.0%	-4%	1%	10%	-18%	8.7%	-13%
O=[N+]([O-])c1ccc(COc2cccnc2)cc1	0.5%	3%	-0.1%	8%	0%	-2%	2%	1.7%	-8%
Cc1ccc(S(=O)(=O)Nc2cccc(C(=O)N3CCN(c4ccccc4O)CC3)c2)cc1F	.	4%	.	-3%	.	10%	.	1.3%	0%
COC(=O)CCN(C(=O)c1ccc(Cl)c([N+](=O)[O-])c1)c1ccccn1	0.5%	-11%	.	-12%	-9%	10%	5%	2.3%	15%
CC(=O)c1c(O)cc(=O)n(-c2ccccc2)c1-c1ccc(Cl)cc1	0.1%	3%	0.0%	-8%	-1%	3%	1%	0.9%	-1%
O=C(O)CCNC(=O)/C(=C\c1ccco1)NC(=O)c1ccco1	0.7%	4%	.	-6%	2%	11%	-4%	2.4%	12%
COc1ccc(C(=O)O)cc1NC(=S)NC(=O)Cc1ccc(Cl)cc1	0.0%	8%	.	0%	-5%	8%	-13%	1.5%	-7%
CCOc1ccc(-n2c(-c3ccccc3)c[nH]c2=S)cc1	-0.1%	6%	.	9%	-5%	3%	1%	-0.1%	-4%
CCN(CC(=O)NCc1ccc(Cl)cc1)C(=O)/C=C/c1cccs1	-1.3%	-3%	-1.5%	-3%	3%	11%	-15%	-1.1%	4%
O=C1c2ccccc2C(Nc2cccnc2)N1Cc1ccc2c(c1)OCO2 (centres undefined)	-0.2%	3%	.	5%	-11%	-1%	-10%	22µM*	-2%
Cc1ccc(SCc2cc(=O)n3[nH]cnc3n2)cc1	-0.1%	9%	1.4%	-7%	-3%	6%	4%	0.3%	5%
Cc1ccnc(NC(=O)c2ccc(Cl)c(S(=O)(=O)N3CCCC3)c2)c1	.	1%	.	2%	.	17%	.	7.8%	5%
O=C(NCCCN1CCCC1=O)c1csc2ccccc12	0.3%	11%	-2.1%	-1%	-7%	1%	11%	0.9%	1%
CN(C)CCCNC(=O)c1ccc2[nH]c3ccccc3c2c1	0.5%	12%	1.4%	6%	-12%	18%	-6%	-2.4%	0%
O=C(/C=C/c1ccccc1)Nc1ccc(Cl)cn1	-1.0%	8%	-1.2%	-6%	0%	3%	-4%	.	-6%
Cc1ccc2sc(N3CCN(C(=O)c4ccc([N+](=O)[O-])o4)CC3)nc2c1C	.	6%	.	-2%	.	9%	.	-0.2%	-4%
O=C1NCC2=C1C(c1ccc(Br)cc1)Nc1ccccc1N2 (centres undefined)	0.5%	6%	-1.2%	-5%	3%	10%	-11%	2.2%	3%	Dengue-2 NS5 capping pilot replicate=-3.9
COc1cc(CC(=O)NCC2COc3ccccc3O2)cc(OC)c1OC (centres undefined)	-1.0%	3%	0.1%	5%	-3%	4%	-3%	0.6%	6%

The closing two records of the part above open the next one:
SMILES	West Nile virus CPE	MgcRacGAP inhibition	CSM14.1 death rescue	PhoP inhibition	LYP inhibition	SV40 large T antigen	GPR35 arrestin U2OS	RSV antiviral HEp-2	Dengue-2 NS5 capping	others
O=C1NCC2=C1C(c1ccc(Br)cc1)Nc1ccccc1N2 (centres undefined)	0.5%	6%	-1.2%	-5%	3%	10%	-11%	2.2%	3%	Dengue-2 NS5 capping pilot replicate=-3.9
COc1cc(CC(=O)NCC2COc3ccccc3O2)cc(OC)c1OC (centres undefined)	-1.0%	3%	0.1%	5%	-3%	4%	-3%	0.6%	6%
CCOn1c(=O)c(-c2cc3ccccc3o2)[n+]([O-])c2ccccc21	-0.1%	11%	.	-11%	0%	6%	-10%	2.4%	-11%
COC(=O)C1CCCCN1C(=O)c1ccc2oc(Cc3ccccc3)nc2c1 (centres undefined)	-1.2%	6%	.	0%	-9%	13%	-9%	2.1%	-4%
O=C(CCNC(=O)c1ccccc1Cl)Nc1nc2ccccc2s1	-0.7%	2%	2.7%	0%	-1%	6%	-5%	0.2%	-5%
C/C(=N\NC(=O)c1ccccc1F)c1ccccn1	?	4%	.	14%	-6%	-1%	-12%	1.7%	-1%
O=C(NCC1CCCO1)C1CCN(S(=O)(=O)c2cccnc2)CC1 (centres undefined)	0.2%	1%	-0.1%	6%	-4%	-1%	18%	1.1%	-3%
O=C(O)Cn1c(-c2ccccc2)nc2ccccc21	0.2%	10%	8.8%	-8%	-13%	12%	17%	1.4%	.
COC(=O)c1c(NC(=O)COC(=O)Cn2cnc3ccccc32)sc(C)c1C	0.1%	12%	-0.8%	10%	0%	-2%	11%	7.1%	4%
O=C(Cn1nnc(N2CCCC2)n1)N/N=C/c1ccc(Cl)cc1	-0.1%	1%	.	1%	-2%	8%	13%	1.0%	5%
COc1ccc(NC(=O)Nc2ccc(F)cc2F)cc1	0.2%	4%	-1.3%	-1%	-2%	9%	-16%	0.0%	.
O=C(Cc1nnc(NC(=O)Nc2ccccc2F)s1)NCc1ccccc1	-0.1%	.	.	.	0%	5%	-2%	1.4%	.
CCOc1cc(CNc2ccc(OC)cc2)cc(Br)c1OCC(=O)NC(C)(C)C	?	13%	-0.9%	17%	3%	10%	2%	7.6%	-1%
COc1ccc(N2C(=O)CC(Sc3nnnn3-c3ccc(F)cc3)C2=O)cc1 (centres undefined)	0.4%	8%	-0.7%	-10%	-5%	7%	-9%	-3.5%	-18%
Cc1c(C)c2cc(Cl)c(OCC(=O)NC3CC(C)(C)NC(C)(C)C3)cc2oc1=O	1.4%	18%	.	-7%	-9%	11%	9%	-0.3%	-10%
CN(CC(=O)Nc1ccccc1F)CC(=O)Nc1ccccc1Br	-0.4%	15%	.	0%	-9%	11%	18%	7.3%	2%
CC(C)CCN1C(=O)c2ccc(C(=O)OCC(=O)N(C)C3CCS(=O)(=O)C3)cc2C1=O (centres undefined)	.	0%	.	-4%	.	12%	.	-1.0%	5%
Cc1ccccc1NC(=O)CCN1CCc2ccccc2C1	-0.6%	-6%	-2.5%	-2%	-6%	13%	9%	-1.8%	-1%
COc1ccc(C2C(C(=O)OCC(=O)NC(C)(C)C)CCC(=O)N2c2ccc(C)cc2)cc1OC (centres undefined)	-0.1%	-4%	0.1%	-3%	-3%	3%	-17%	0.3%	7%
CCN(Cc1cnn(C)c1)Cc1nc(Cc2ccccc2Cl)no1	-0.9%	-3%	0.9%	-4%	-6%	11%	33%	0.7%	-2%
O=C(NCc1ccco1)Nc1ccc2snnc2c1	-0.1%	11%	-1.3%	16%	1%	5%	14%	-1.7%	-1%
Cc1ccccc1N1C(=O)CSC1=C(C#N)C#N	-0.1%	7%	-0.6%	4%	-2%	5%	16%	0.7%	-10%
COCCNC(=O)c1c(CSc2ccc(Cl)cc2)noc1C(=O)NCc1ccccc1	-0.4%	5%	.	.	.	-2%	.	1.0%	-7%
CC(C)NC(=O)CSCc1cccc(Br)c1	0.9%	9%	-0.6%	9%	-9%	11%	-14%	2.4%	-4%
Cc1cc(C)nc(SCC(=O)c2ccc(F)cc2F)n1	-0.3%	11%	.	10%	-8%	4%	-4%	-0.4%	-5%	Dengue-2 NS5 capping pilot replicate=-3.3
CCc1nnc(NC(=O)CCC(=O)N2CCN(Cc3ccc(Cl)cc3)CC2)s1	-0.4%	9%	1.1%	5%	-8%	14%	8%	6.5%	-8%
CCCCNC(=O)CCn1c(=O)c2ccccc2n(CC(=O)NCCc2ccc(OC)c(OC)c2)c1=O	0.8%	8%	-1.1%	1%	-3%	7%	-13%	0.4%	-3%
CCOc1ccccc1C(=O)NC(C(=O)Nc1cccnc1)C(C)C (centres undefined)	1.0%	0%	-0.3%	2%	-1%	14%	-9%	0.6%	-8%

Not a retest: 11 of the compounds above.
SMILES	West Nile virus CPE	MgcRacGAP inhibition	CSM14.1 death rescue	PhoP inhibition	LYP inhibition	SV40 large T antigen	GPR35 arrestin U2OS	RSV antiviral HEp-2	Dengue-2 NS5 capping	others
CCOn1c(=O)c(-c2cc3ccccc3o2)[n+]([O-])c2ccccc21	-0.1%	11%	.	-11%	0%	6%	-10%	2.4%	-11%
COC(=O)C1CCCCN1C(=O)c1ccc2oc(Cc3ccccc3)nc2c1 (centres undefined)	-1.2%	6%	.	0%	-9%	13%	-9%	2.1%	-4%
O=C(CCNC(=O)c1ccccc1Cl)Nc1nc2ccccc2s1	-0.7%	2%	2.7%	0%	-1%	6%	-5%	0.2%	-5%
C/C(=N\NC(=O)c1ccccc1F)c1ccccn1	?	4%	.	14%	-6%	-1%	-12%	1.7%	-1%
O=C(NCC1CCCO1)C1CCN(S(=O)(=O)c2cccnc2)CC1 (centres undefined)	0.2%	1%	-0.1%	6%	-4%	-1%	18%	1.1%	-3%
O=C(O)Cn1c(-c2ccccc2)nc2ccccc21	0.2%	10%	8.8%	-8%	-13%	12%	17%	1.4%	.
COC(=O)c1c(NC(=O)COC(=O)Cn2cnc3ccccc32)sc(C)c1C	0.1%	12%	-0.8%	10%	0%	-2%	11%	7.1%	4%
O=C(Cn1nnc(N2CCCC2)n1)N/N=C/c1ccc(Cl)cc1	-0.1%	1%	.	1%	-2%	8%	13%	1.0%	5%
COc1ccc(NC(=O)Nc2ccc(F)cc2F)cc1	0.2%	4%	-1.3%	-1%	-2%	9%	-16%	0.0%	.
O=C(Cc1nnc(NC(=O)Nc2ccccc2F)s1)NCc1ccccc1	-0.1%	.	.	.	0%	5%	-2%	1.4%	.
CCOc1cc(CNc2ccc(OC)cc2)cc(Br)c1OCC(=O)NC(C)(C)C	?	13%	-0.9%	17%	3%	10%	2%	7.6%	-1%
